High-throughput results from PubChem BioAssay.
MITF TRPM1 HTS: increases MITF-driven TRPM1 promoter luciferase signal; activation, % at 12.5 µM; SK-MEL-5 TRPM1-promoter luciferase, 24 h; % of positive control, neutral wells = 0; 300,000 compounds, 0.75% hits;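 active = mean activation of at least 80% with every replicate also reaching 80%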;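 note: 0% = neutral control wells and 100% = parthenolide positive control wells; values of inactives mirror those of a sister screen read the other way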
Wnt act: activates Wnt/beta-catenin signaling in a reporter cell assay | activator, plate reader | activation, % at 9.35 µM | 300,000 compounds, 1.2% hits | AID 743398; in the data active = activation above about 30%, passing the limit was not always enough;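 note: 0% = neutral control wells and 100% = positive control wells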
V-ATPase pHluor: yeast V-ATPase proton transport regulation by pHLuorin | S. cerevisiae, pHLuorin cytosolic pH fluorescence | response, % at 10 µM | 350,000 compounds, 0.37% hits | AID 504577; in the data active = response mostly above about 7.3%, no sharp cut-off; inactive = mostly below about 5.4%; note: actives read high; inactives centre near 0; some compounds called inactive have numbers as strong as hits; reference of the scale not given here
NSD2 HMT inh: inhibitors of human histone methyltransferase NSD2 | O96028 | 310,000 compounds, 0.54% hits | AID 743445 | NSD2 peptide methylation, AlphaScreen, 120 min | inhibition, % at 12.5 µM; in the data active = inhibition above about 50%
HTR5A ag ctr: counter-screen for OPRM1-OPRD1 agonists: human HTR5A agonism; P47898; activation, % at 9.3 µM; AID 504692; HTR5A agonist assay, luminescence, cell-based; 340,000 compounds, 0.61% hits; in the data active = activation mostly above about 9.5%, no sharp cut-off; inactive = mostly below about 7.6%;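 note: 0% = cells with vehicle only and 100% = reference agonist; strong numbers were not always called active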
SR-BI HDL uptake: inhibitors of mouse SR-BI mediated HDL lipid uptake. ldlA[mSR-BI] CHO cells, DiI-HDL uptake fluorescence, 3 h. 320,000 compounds, 0.96% hits. AID 488896. inhibition, % at 12.5 µM. Q61009;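 active = mean replicate inhibition of at least 70% and a set share of replicates each scoring 70 or more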;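 note: 0% = median of neutral control wells and 100% = median of positive control wells; values of inactives mirror those of a sister screen read the other way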
Target sequence (Q61009 whole entry, looked up): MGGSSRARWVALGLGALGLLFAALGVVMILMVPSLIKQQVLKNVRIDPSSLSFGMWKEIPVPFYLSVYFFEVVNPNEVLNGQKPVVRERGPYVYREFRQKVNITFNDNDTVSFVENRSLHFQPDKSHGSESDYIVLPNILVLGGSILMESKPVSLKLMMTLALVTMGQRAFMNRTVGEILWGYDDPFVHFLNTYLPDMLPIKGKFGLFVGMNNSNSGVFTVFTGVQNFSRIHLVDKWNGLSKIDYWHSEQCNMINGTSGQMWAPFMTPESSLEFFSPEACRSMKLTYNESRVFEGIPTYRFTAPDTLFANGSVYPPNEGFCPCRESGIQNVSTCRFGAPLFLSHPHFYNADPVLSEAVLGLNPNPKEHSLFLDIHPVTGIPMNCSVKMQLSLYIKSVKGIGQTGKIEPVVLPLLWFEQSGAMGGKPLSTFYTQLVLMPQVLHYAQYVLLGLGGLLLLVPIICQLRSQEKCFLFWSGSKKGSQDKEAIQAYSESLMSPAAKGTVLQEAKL
dFosB act: activators of mouse delta FosB homodimer | P13346 | 340,000 compounds, 0.99% hits | activation, % at 25 µM | purified delta FosB, TAMRA-CDK5 oligo fluorescence polarization; percent of positive-control signal above neutral wells;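 active = mean activation above about 17%, with every replicate also reaching it, limit read from the data, passing the limit was not always enough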;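 note: fluorescence polarization rise as delta FosB binds a TAMRA Cdk5 AP-1 oligo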
Target sequence (P13346 whole entry, looked up): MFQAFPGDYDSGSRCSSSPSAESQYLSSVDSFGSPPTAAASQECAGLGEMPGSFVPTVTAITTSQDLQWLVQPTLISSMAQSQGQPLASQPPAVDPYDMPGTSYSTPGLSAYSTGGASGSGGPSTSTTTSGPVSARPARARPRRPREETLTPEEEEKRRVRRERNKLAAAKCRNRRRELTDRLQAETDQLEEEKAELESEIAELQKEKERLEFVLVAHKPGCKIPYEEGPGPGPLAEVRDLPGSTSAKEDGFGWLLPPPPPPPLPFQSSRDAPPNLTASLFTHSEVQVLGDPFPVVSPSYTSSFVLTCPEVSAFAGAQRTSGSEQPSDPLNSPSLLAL
CDK5 p35 inh: inhibitors of human CDK5/p35 kinase; Recombinant CDK5/p35, ADP-Glo luminescence, 60 min; inhibition, % at 10 µM; Q00535+Q15078; 330,000 compounds, 0.01% hits;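 active = highest replicate inhibition of at least 50% and at least 75% of replicates reaching 50%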;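 note: plate controls were DMSO neutral control for no effect and GW8510 at 10 µM for full effect; many of its hits are not listed in these tables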
HTR5A inv ctr: counter-screen for OPRM1-OPRD1 inverse agonists: human HTR5A inverse agonism; inhibition, % at 9.3 µM; AID 504634; HTR5A cell line, luminescence; 340,000 compounds, 0.083% hits; in the data active = inhibition mostly above about 23%, no sharp cut-off; inactive = mostly below about 18%;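 note: 0% = cells with DMSO and 100% = no-cell wells with DMSO; some compounds called inactive have numbers as strong as hits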
PvdQ inh: blocks Pseudomonas aeruginosa PvdQ acylase activity. inhibition, % at 10 µM. AID 488965. purified PvdQ acylase, fluorescence plate reader. 340,000 compounds, 0.063% hits; in the data active = inhibition above about 30%, passing the limit was not always enough;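 note: 0% = vehicle neutral wells and 100% = reference inhibitor wells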
An asterisk follows results filed as active; / = not tested or not shown.

canonical_smiles	SR-BI HDL uptake	dFosB act	PvdQ inh	V-ATPase pHluor	Wnt act	NSD2 HMT inh	HTR5A inv ctr	HTR5A ag ctr	CDK5 p35 inh	MITF TRPM1 HTS
COc1ccccc1OCCCCNC(C)(C)C	-15	-3	3	-3	0	-4	-12	0	1.4	-6
CC1CCN(CCc2nc3cc(NC(=O)Nc4ccccc4)ccc3n2C)CC1	-19	-3	3	0	22	1	0	-2	-0.6	/
NC(=O)c1ccc(NC(=O)c2ccc(COc3ccc(F)cc3)o2)cc1	-5	-5	-13	2	-5	2	-11	4	1.5	-3
O=C(OCC(=O)N1CCN(c2ccc(F)cc2)CC1)c1cnc2ccccc2n1	-3	-8	-11	-2	-2	-2	3	-1	-1.3	2
O=C(CC1SC(N2CCOCC2)=NC1=O)Nc1cc([N+](=O)[O-])ccc1Cl (centres undefined)	0	-2	3	2	-1	-6	0	0	0.6	-7
CN1C2CCC1CC(NS(=O)(=O)c1cc(Cl)c(Cl)cc1Cl)C2 (centres undefined)	11	-6	0	1	1	0	-28	4	-1.7	21
COc1ccc(/C=C/C(=O)OCC(=O)NC2CCCC2)c(OC)c1	18	0	-3	2	0	0	-15	6	2.3	11
Cc1cc(=O)oc2cc(OCC(=O)Nc3ccccc3C(N)=O)c(Cl)cc12	-18	-3	-10	0	-5	1	13	0	/	28
CCOc1cc(N2CCOCC2)c(OCC)cc1NC(=O)COc1cccc2cccnc12	5	-11	7	-3	/	1	-7	-3	-0.2	-82
N#Cc1c(SCC(=O)Nc2ccc(C(F)(F)F)cc2)sc2c(O)cc(=O)[nH]c12	9	-5	-17	2	0	/	-20	8	0.1	3
C=C(C)CC1(NC(C)c2ccccc2)CCCCC1 (centres undefined)	-51	6	-13	-2	-1	-2	2	7	0.1	0
COc1ccccc1NC(=O)C(C)OC(=O)CCCc1c[nH]c2ccccc12 (centres undefined)	-21	-8	-9	-1	-2	-1	11	-4	-0.7	6
CCOC(=O)c1sc(NC(=O)c2ccncc2)c(C#N)c1C	-15	-2	-5	3	0	0	0	0	-1.1	2
CN(Cc1cn(C)nc1-c1cccc(Cl)c1)Cc1nccn1C	/	-10	-11	-2	-2	5	-16	-1	0.2	2
O=C(/C=C/c1ccco1)NC(=S)N1CCCCC1	/	-8	-9	3	5	3	-5	2	0.4	18
Cc1ccc(C(=O)NNC2=Nc3cccc4cccc2c34)cc1	22	3	-2	4	/	-3	-10	7	0.1	-4
CC(=O)C1=C(C)NC(SCc2cccc([N+](=O)[O-])c2)=C(C#N)C1c1ccco1 (centres undefined)	38	-10	-5	4	/	0	17	-7	0.0	-1
COc1ccc(NC(=O)CC2C(=O)N(CCc3ccccc3)C(=S)N2Cc2cccnc2)cc1 (centres undefined)	20	-13	-17	4	/	1	-21	1	-1.9	7
CS(=O)(=O)N1CCN(C(=O)Cc2ccccc2)CC1	2	-8	-14	3	/	-3	-14	6	0.5	-7
CCC(CC)c1nnc(NC(=O)c2ccc(N3CCCCC3)c([N+](=O)[O-])c2)s1	21	-4	-4	1	-4	9	4	-8	0.9	-4

Pulled by structure from above:
canonical_smiles	SR-BI HDL uptake	dFosB act	PvdQ inh	V-ATPase pHluor	Wnt act	NSD2 HMT inh	HTR5A inv ctr	HTR5A ag ctr	CDK5 p35 inh	MITF TRPM1 HTS
C=C(C)CC1(NC(C)c2ccccc2)CCCCC1 (centres undefined)	-51	6	-13	-2	-1	-2	2	7	0.1	0
CC1CCN(CCc2nc3cc(NC(=O)Nc4ccccc4)ccc3n2C)CC1	-19	-3	3	0	22	1	0	-2	-0.6	/

Later entries:
canonical_smiles	SR-BI HDL uptake	dFosB act	PvdQ inh	V-ATPase pHluor	Wnt act	NSD2 HMT inh	HTR5A inv ctr	HTR5A ag ctr	CDK5 p35 inh	MITF TRPM1 HTS
Cc1nnc(SCC(=O)Nc2cc(S(=O)(=O)N3CCOCC3)ccc2N2CCCC2)s1	-11	-3	-2	-1	-2	-2	1	0	1.8	9
Cc1ccc(Cl)cc1N1CCN(S(=O)(=O)c2c(C)nc3scc(C)n3c2=O)CC1	47	-12	-7	-4	-4	-5	-11	10	-1.1	-5
Cc1occc1C(=O)N1CCN(S(=O)(=O)c2ccc(F)cc2)CC1	0	-9	-7	4	-2	-1	16	4	-2.4	2
CCCC(=O)OCCNc1cc(SCCC(=O)OC)c2nonc2c1[N+](=O)[O-]	-14	-8	-11	-2	/	1	-18	-1	0.5	-2
CCOc1ccccc1C(=O)N(C)Cc1cc2cc(OC)ccc2[nH]c1=O	-15	-1	-10	1	-1	9	6	-2	2.5	-11
O=C(CSc1ncc(-c2ccccc2)[nH]1)Nc1ccccc1F	/	-3	-5	-3	19	1	-4	1	-0.5	88*
Cc1ccc(CSCC(=O)NCc2cccs2)cc1	-21	1	-6	0	3	-1	-13	5	-1.4	7
Cc1c(C(=O)Nc2ccc(F)cc2)oc2ccc(S(=O)(=O)N3CCC4(CC3)OCCO4)cc12	65	-14	-27	-2	-3	0	1	-3	-2.3	-17
CCN(C(=O)CSc1nc2ccc(OC)cc2[nH]1)c1c(N)n(Cc2ccccc2)c(=O)[nH]c1=O	-10	8	3	-6	1	-2	5	-2	0.8	1
COc1ccccc1C(=O)N1CCN(C(=O)c2oc3ccc(C)cc3c2C)CC1	10	-7	-28	3	-2	-1	-9	0	-9.0	10
CCN(CC)C(=O)c1c(C)[nH]c(=S)c(C#N)c1-c1ccco1	-18	0	-10	1	-1	14	6	-2	2.8	0
CC1CCCC(NC(=O)CN2CCN(S(=O)(=O)c3ccc(Br)s3)CC2)C1C (centres undefined)	7	-10	3	1	-3	4	19	-7	-0.8	-5
CC(C)OCCCNS(=O)(=O)c1ccc2c(c1)OCCO2	19	-1	-9	-1	-1	-2	0	-1	-1.6	/
COc1cc(NS(=O)(=O)c2ccc(NC(=S)NC(=O)c3sc4cc(F)ccc4c3Cl)cc2)nc(OC)n1	10	-9	3	-6	-2	8	-10	-4	-1.1	6
O=c1c2ccccc2cnn1CCOc1ccccc1	12	-5	-3	1	/	2	7	3	-1.1	-61
COc1c(Cl)cc(Cl)cc1C(=O)Nc1ccc(NC(C)=O)cc1	23	-4	-10	1	0	-1	-23	-9	-4.5	2
O=C(NNC(=O)c1cnccc1C(F)(F)F)c1ccc(Cl)cc1	-26	-3	-13	-2	0	-1	-3	0	1.1	4
CC(C)CCNC(=O)c1onc(CSc2nc3ccccc3[nH]2)c1C(=O)NCCC(C)C	-10	1	-8	-5	-11	/	1	-2	0.2	-5
CS(=O)(=O)N1CCN(c2nc(-c3ccc(F)cc3)cs2)CC1	36	8	11	3	/	3	-2	0	-2.5	35
COC(=O)c1ccc(Cn2nnc3ccccc3c2=O)o1	-14	-2	-5	1	0	1	7	0	1.1	-2
COC(=O)C1=C(C)NC(=O)NC1c1ccc(-c2ccc(F)cc2)o1 (centres undefined)	21	-2	-10	-1	1	2	25	3	0.6	-7
Cc1cccc(C(=O)N[C@H](C(=O)Nc2ccc3c(c2)OCO3)C(C)C)c1	-9	-2	3	-2	-4	2	-1	0	-0.6	3
CCN(CC)S(=O)(=O)c1cccc(NC(=O)CN2C(=O)NC3(CCC(C)CC3)C2=O)c1 (centres undefined)	-11	-12	-7	-1	-2	-2	-2	-1	-0.9	20
O=C(Nc1ccc(O)c(-c2nc3ccccc3o2)c1)C1(c2ccc([N+](=O)[O-])cc2)CCCC1	38	-9	-7	-1	/	2	22	4	-0.5	4
O=c1c2cc(NC(=S)NCCCN3CCC(Cc4ccccc4)CC3)ccc2nc2n1CCCCC2	27	-3	-14	4	-2	11	-4	1	1.8	-22
CCOC(=O)CCCCC(=O)c1[nH]c(=O)[nH]c1CSc1nc2ccccc2[nH]1	17	-7	-5	0	0	100*	9	4	-3.5	9
O=S(=O)(c1cccc(Br)c1)N1CCN(C(=S)NCC2CCCO2)CC1 (centres undefined)	-13	3	4	4	0	6	-5	2	0.7	16
COc1ccccc1NC(=O)CCc1nc(-c2ccccc2F)no1	-7	-3	1	1	-1	-3	-8	3	-0.3	6
Cc1ccnc(NS(=O)(=O)c2ccc(CC(C)C)cc2)c1	8	8	-12	-5	/	-3	12	-5	-0.8	-1
O=C(NNc1cc(Cl)ccc1Cl)C1CCC1	-2	-5	-2	0	1	0	-14	1	0.3	-2
C/C(=N\NC(=O)c1cc(C)nc2ccccc12)c1ccccn1	-4	-10	-7	2	1	2	2	-1	-0.5	-88
Cc1ccc2c(c1)N(CCC(=O)NC1CCCCC1C)C(=O)CO2 (centres undefined)	-2	-10	-4	-2	0	-1	-14	0	0.0	4
C=CCn1c(SCc2cccc(C#N)c2)nnc1-c1ccccc1O	-1	3	11	1	14	/	-9	3	0.7	-18
COc1ccc(NC(=O)CSc2ncnc3c2cnn3CCc2ccccc2)cc1	11	2	2	-1	/	-2	-13	5	-0.7	11
CCc1cc2c(C)cc(C)cc2nc1SCC(=O)Nc1cc(C)on1	51	-4	-12	-2	-2	-2	-3	2	-2.0	-1
CC(C)C[C@H](NC(=O)c1nc[nH]c1C(=O)NCC(=O)OC(C)(C)C)C(=O)OCc1ccccc1	-22	1	-14	5	7	/	-6	7	0.3	-8
CC(=O)Nc1ccc(N2C(=O)CC(Sc3nc4ccccc4s3)C2=O)cc1 (centres undefined)	2	3	-6	-1	-2	1	5	-2	0.0	-11
CC(C)(C)CC(C)(C)NC(=S)Nc1ccc(S(=O)(=O)N2CCOCC2)cc1	0	2	1	2	-9	19	9	0	-0.7	22
Cc1nc(COC(=O)c2ccc(CO)cc2)cs1	-9	2	-5	0	-7	-1	-16	-1	0.5	/
COc1cc(OC)cc(C(=O)N2CCN(S(C)(=O)=O)CC2)c1	-3	0	-1	-3	-3	-23	-20	0	-8.7	-3
Cc1nn(Cc2ccc(Cl)cc2)c(C)c1NC(=O)CSc1nc2c(c(C(F)(F)F)n1)CCc1ccccc1-2	65	6	-9	1	/	1	-38	4	0.6	-4
COc1ccccc1C(=O)COC(=O)C(CCSC)NC(=O)COc1ccccc1 (centres undefined)	41	-13	-11	1	-2	0	-12	5	0.6	-6
O=C(CCCCCNC(=O)N1CCn2c1nc1ccccc12)NCc1ccc(F)cc1	-1	-1	3	-6	-1	-2	/	/	0.3	-4
CCCCP(=O)(CCCC)Cc1ccccc1	4	4	-15	-3	-3	-3	-39	15	0.9	7
c1ccc(-n2nnc3ccccc32)cc1	5	-6	-5	-2	-1	/	-1	0	-1.3	10
COc1ccc(OC)c(NS(=O)(=O)c2ccc(-c3coc(C)n3)cc2)c1	-7	-3	0	2	/	/	-26	2	/	-8
NS(=O)(=O)c1ccc(O)c(NC(=O)c2ccc([N+](=O)[O-])o2)c1	/	-4	-13	1	10	0	11	2	-0.3	3
Cc1ccc(-c2nnn(CC(=O)N(CC(=O)NC3CCCCC3)c3ccccc3F)n2)o1	32	-5	-9	-1	1	2	11	-4	-1.6	7
Cc1ccnc2nc(C(=O)OCC(=O)NC3CCCC(C)C3C)nn12 (centres undefined)	-12	-5	11	-5	-2	1	6	-2	-1.3	-1
CCOc1ccccc1CN1CCN(Cc2[nH]c3ccccc3c2C)CC1CCO (centres undefined)	10	-6	7	-1	-2	9	-4	10	-2.2	-4
CC(/C=C/c1ccc2c(c1)OCO2)=N/NC(=O)c1ccncc1	6	-9	-6	0	4	-2	-8	-5	1.7	/
